Assay outcomes deposited in PubChem BioAssay by several laboratories.
SMARCA2 act = SMARCA2 (BRM) function activators, primary screen, cell-based, luminescence, high throughput. AID 652017, 2013. hit rate 1% among 370,000. activation, % at 9.1 µM. MG213 cells, MMTV-luciferase reporter, dexamethasone, overnight; in the data active = activation above about 7.8%;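 also: 0% = vehicle wells and 100% = reference activator wells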
NPR2 activator = human GC-B receptor activators, primary screen, HEK293 GC-B cells, cGMP TR-FRET, EC30 CNP; hit rate 0.11% among 370,000; Atrial natriuretic peptide receptor 2 (Homo sapiens), P20594; activation, % at 10 µM; 0% at EC30 CNP, 100% saturating CNP;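 active = activation at 10 µM reaching about 35% in either raw or pattern-adjusted values, limit read from the data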
NPR1 activator = GC-A stimulated cGMP production enhancers – HEK293 GC-A cells, cGMP TR-FRET, EC30 ANP, primary screen; Atrial natriuretic peptide receptor 1 (Homo sapiens), P16066; activation, % at 10 µM; hit rate 0.14% among 370,000; 0% at EC30 ANP, 100% saturating ANP; in the data active = activation above about 40%
ssDAF12 agonist = S. stercoralis DAF-12 nuclear receptor activators, primary screen, cell-based, luminescence, HEK293, GRIP1 co-expression, lit1-tk-luc. activation, % at 6.8 µM. HEK293 ssDAF-12/GRIP1 lit1-tk-luc reporter; % of 3 µM dafachronic acid response. hit rate 1% among 370,000. AID 652126, 2013;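 active = activation above the mean over all tested compounds plus 3 SD, cut at about 0.9% in these data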;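 also: 0% = DMSO-only wells and 100% = 3 µM delta7-dafachronic acid wells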
sPLA2-III inh = human group III sPLA2 inhibitors, primary screen, biochemical, QFRET, BODIPY PC-A2 liposome substrate; Group 3 secretory phospholipase A2 (Homo sapiens), Q9NZ20; QFRET BODIPY PC-A2 liposome hydrolysis, fluorescence; inhibition, % at 12.2 µM; hit rate 0.56% among 370,000; AID 743126, 2013;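 active = inhibition above mean plus 3 SD of compounds lying within the high and low control bounds, cut at about 19% in these data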;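 also: 0% = median of test compound wells and 100% = no enzyme DMSO wells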
Target sequence (Q9NZ20 whole entry, looked up): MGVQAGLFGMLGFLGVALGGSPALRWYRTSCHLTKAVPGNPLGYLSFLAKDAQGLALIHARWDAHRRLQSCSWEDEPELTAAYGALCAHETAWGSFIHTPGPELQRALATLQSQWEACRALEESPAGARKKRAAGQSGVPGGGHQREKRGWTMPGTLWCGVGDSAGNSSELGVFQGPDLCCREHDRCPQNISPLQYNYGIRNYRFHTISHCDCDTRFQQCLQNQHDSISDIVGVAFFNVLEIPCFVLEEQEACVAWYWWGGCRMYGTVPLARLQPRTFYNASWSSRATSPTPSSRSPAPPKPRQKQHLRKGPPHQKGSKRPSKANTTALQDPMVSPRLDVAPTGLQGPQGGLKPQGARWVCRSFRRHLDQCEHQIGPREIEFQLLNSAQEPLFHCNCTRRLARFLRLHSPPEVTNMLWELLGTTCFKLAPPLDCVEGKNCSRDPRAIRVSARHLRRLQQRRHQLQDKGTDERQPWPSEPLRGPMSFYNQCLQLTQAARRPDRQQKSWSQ
ADAM10 inh = human ADAM10 inhibitors, primary screen, biochemical, QFRET, HTS | Disintegrin and metalloproteinase domain-containing protein 10 (Homo sapiens), O14672 | recombinant ADAM10, EDANS/DABCYL FRET peptide cleavage, 3 h | inhibition, % at 7 µM | hit rate 0.62% among 370,000;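 active = inhibition above a per-campaign cutoff equal to the mean of compounds falling between control-based bounds plus 3 SD, cut at about 20% in these data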;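 also: 0% = DMSO wells while the 100% control is not disclosed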
hgDAF-12 ag = H. glycines DAF-12 receptor agonists, primary screen, cell-based, luminescence, HEK293, GAL4 fusion, UAS-luciferase; Nuclear hormone receptor DAF-12 (Heterodera glycines), GAL4 fusion; hit rate 1.8% among 370,000; HEK293 GAL4-hgDAF12 UAS-luciferase reporter, agonist luminescence; normalized to butyrate control; activation, % at 6.8 µM; AID 687014, 2013;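 active = activation above a cutoff set at the mean of all screened compounds plus 3 SD, cut at about 10% in these data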;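 also: 0% = DMSO wells and 100% = sodium butyrate wells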
DAX1 inh-1 = DAX1 (NR0B1) inhibitors, primary screen, cell-based, HEK293, Gal4-DAX1, luciferase luminescence. Nuclear receptor subfamily 0 group B member 1 (Homo sapiens), P51843. HEK293 Gal4-DAX1 luciferase reporter. inhibition, % at 6.75 µM. hit rate 0.99% among 340,000. AID 504766, 2011;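 active = inhibition above the mean over all tested compounds plus 3 SD, cut at about 4.2% in these data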;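 also: 0% = DAX1-transfected cells with DMSO and 100% = empty-vector control cells with DMSO; inhibition shows as a rise in luminescence from relieved DAX1 repression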
Target sequence (P51843 207-470 limits assumed): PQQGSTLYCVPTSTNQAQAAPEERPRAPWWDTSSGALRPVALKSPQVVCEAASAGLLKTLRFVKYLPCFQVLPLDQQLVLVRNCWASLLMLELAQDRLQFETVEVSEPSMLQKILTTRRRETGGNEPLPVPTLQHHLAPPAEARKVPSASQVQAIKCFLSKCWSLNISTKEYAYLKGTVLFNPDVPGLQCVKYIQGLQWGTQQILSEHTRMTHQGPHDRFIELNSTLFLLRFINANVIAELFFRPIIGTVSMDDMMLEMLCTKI
DAX1 inh-2 = DAX1 (NR0B1) inhibitors on StAR promoter, primary screen, cell-based, luminescence, SF-1 (NR5A1), full-length DAX-1 | AID 652010, 2013 | hit rate 1.1% among 370,000 | HEK293T StAR-luciferase reporter, SF-1/DAX-1 repression relief | inhibition, % at 6.8 µM;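 active = inhibition above the mean over all tested compounds plus 3 SD, cut at about 3.6% in these data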;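 also: 0% = DAX-1 cells with DMSO and 100% = cells lacking DAX-1 with DMSO; higher inhibition means more luminescence from relief of DAX-1 repression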
hcDAF12 agonist = H. contortus DAF-12 nuclear receptor activators, primary screen, cell-based, luminescence, HEK293, lit1-tk-luc reporter. HEK293 hcDAF-12 lit1-tk-luc reporter; 0% DMSO, 100% Δ7-dafachronic acid. activation, % at 6.8 µM. hit rate 1.4% among 370,000. AID 652067, 2013;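 active = activation above the mean of all tested compounds plus 3 SD, cut at about 5.5% in these data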;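 also: 100% = response to 3 µM Δ7-dafachronic acid high control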
GAA850 FXN act = FXN promoter activators, primary screen, cell-based, luciferase luminescence, HEK293 lucGAA850 | activation, % at 6 µM | HEK293 lucGAA850 FXN promoter luciferase reporter, 24 h; percent of 10 µM SAHA response | hit rate 0.56% among 360,000;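 active = activation above the average of all compounds screened plus 3 SD, cutoff fixed separately per campaign, cut at about 7.5% in these data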;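 also: 0% = DMSO wells and 100% = 10 µM SAHA wells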
The depositor's hits bear a star; nt = no result given.

The first five compounds, ahead of the listing:
SMILES	SMARCA2 act	NPR2 activator	NPR1 activator	ssDAF12 agonist	sPLA2-III inh	ADAM10 inh	hgDAF-12 ag	DAX1 inh-1	DAX1 inh-2	hcDAF12 agonist	GAA850 FXN act
Cc1ccc(C2=NOC(C)(c3nnc(-c4ccncc4)o3)C2)cc1 (configuration not stated)	0.5	4.8	-0.4	-1.5	6.4	-2.0	0.6	-0.5	-0.6	-1.4	0.0
c1ccc(-c2cn3nc(-c4ccccc4)cnc3n2)cc1	6.9	-2.1	5.2	-0.6	4.6	-50.1	16.8*	3.8	3.1	1.6	6.9
CC(C)(C)NC(=O)C(c1ccsc1)N(CCc1ccccc1)C(=O)Cn1nnc2ccccc21 (configuration not stated)	3.5	-14.0	-26.4	-1.5	1.5	12.2	1.2	-0.4	-0.7	-1.0	-1.4
COc1cccc(NC(=O)Cc2ccc3ccccc3c2)c1	-0.9	4.8	-3.8	-1.4	-15.8	7.7	-3.7	-0.1	-1.1	-0.8	0.7
CCOc1ccc(Cl)cc1S(=O)(=O)n1nnc2ccccc21	0.9	0.5	-12.9	-1.4	-1.7	8.8	-0.1	1.8	-0.2	-1.3	-3.1

All compounds of this part, previewed entries included:
SMILES	SMARCA2 act	NPR2 activator	NPR1 activator	ssDAF12 agonist	sPLA2-III inh	ADAM10 inh	hgDAF-12 ag	DAX1 inh-1	DAX1 inh-2	hcDAF12 agonist	GAA850 FXN act
Cc1ccc(C2=NOC(C)(c3nnc(-c4ccncc4)o3)C2)cc1 (configuration not stated)	0.5	4.8	-0.4	-1.5	6.4	-2.0	0.6	-0.5	-0.6	-1.4	0.0
c1ccc(-c2cn3nc(-c4ccccc4)cnc3n2)cc1	6.9	-2.1	5.2	-0.6	4.6	-50.1	16.8*	3.8	3.1	1.6	6.9
CC(C)(C)NC(=O)C(c1ccsc1)N(CCc1ccccc1)C(=O)Cn1nnc2ccccc21 (configuration not stated)	3.5	-14.0	-26.4	-1.5	1.5	12.2	1.2	-0.4	-0.7	-1.0	-1.4
COc1cccc(NC(=O)Cc2ccc3ccccc3c2)c1	-0.9	4.8	-3.8	-1.4	-15.8	7.7	-3.7	-0.1	-1.1	-0.8	0.7
CCOc1ccc(Cl)cc1S(=O)(=O)n1nnc2ccccc21	0.9	0.5	-12.9	-1.4	-1.7	8.8	-0.1	1.8	-0.2	-1.3	-3.1
COC(=O)c1ccc(COc2ccccc2/C=N/NC(N)=O)o1	-1.0	-8.2	-10.6	-1.3	-3.0	-5.5	0.6	nt	-0.1	-2.0	3.0
Cc1nnc(SCC(=O)Nc2ccc(N3CCOCC3)cc2)o1	-0.4	0.7	4.8	-1.3	-1.4	-8.9	3.3	1.8	-1.1	2.1	-1.1
O=C(c1ccccc1[N+](=O)[O-])n1cnc2ccccc21	-4.9	-0.6	-4.6	-0.4	4.7	-8.5	2.9	2.0	-0.3	1.3	1.4
COCCN(Cc1nc(C2(c3ccc(C)cc3)CCCC2)no1)C(C)C	-4.2	-7.4	-20.6	-1.4	3.8	2.6	-1.9	0.3	1.7	0.2	-0.3
Fc1ccc(-c2nc3c4ccccc4ccn3c2Cc2ccccc2)cc1	6.8	2.4	7.0	1.6*	-0.6	-7.9	1.6	0.6	-0.8	2.5	1.0
CC1(C)CC(=O)c2cc(C(=O)NNc3ccccc3)c(=O)n(-c3ccccc3)c2C1	-1.4	5.7	-1.4	-1.3	-8.4	-2.5	-3.1	0.0	-0.3	-1.8	0.0
O=C(CN1CCCCC1)NCC1(c2ccccc2)CCCC1	-0.6	-6.9	-2.8	-1.0	-1.3	1.0	-0.9	-1.0	0.7	2.4	1.6
O=C1CC(c2cccc([N+](=O)[O-])c2)c2cc3c(cc2N1)CCC3 (configuration not stated)	-4.1	-5.8	-13.9	-1.2	-5.9	11.7	0.4	-3.5	-1.5	-0.9	0.6
Cc1ccc(Oc2cc(N3CCOCC3)nc(-c3ccccc3)n2)cc1	-1.1	-6.6	-0.8	-0.4	-1.0	5.9	-3.0	0.8	0.0	-0.4	1.8
COCC(=O)N/N=C\c1cccc(OC)c1OC/C=C/c1ccccc1	-1.6	-3.4	-4.1	-1.4	-4.8	-32.2	2.0	-0.1	-1.5	-1.5	0.8
CCCN1Cc2cc(OC)ccc2-c2ccccc2S1(=O)=O	-3.9	-6.9	0.9	-1.5	3.2	-12.7	-0.4	0.1	0.2	-0.4	-0.3
COc1cc(/C=C(\C#N)C(=O)Nc2ccccc2F)ccc1OCCN1CCOCC1	1.5	2.9	0.2	-0.8	-17.4	-9.5	4.2	0.2	4.5*	2.5	4.0
COC(=O)CNC(=O)CN1c2cccc3cccc(c23)S1(=O)=O	-4.2	0.0	-5.3	-0.9	9.7	-351.3	1.1	-0.8	-0.8	-0.3	1.3
O=C(C[n+]1cccc(Br)c1)c1ccccc1	1.1	-5.0	6.5	-0.5	2.1	0.3	-0.1	-0.7	0.2	0.1	1.7
NC(=O)CC(NC(=O)Cc1ccc(Br)cc1)c1ccc(NCCOc2ccccc2)c([N+](=O)[O-])c1 (configuration not stated)	-0.5	-4.2	6.3	-1.1	-4.2	-6.5	1.1	0.1	-0.4	-1.9	1.3
Cc1cc(SCCC(=O)O)nc2ccccc12	-0.7	-12.2	2.3	-1.3	4.8	0.4	0.1	0.1	-0.9	1.0	0.0
O=C(COc1ccc(Br)cc1)NNC(=O)Cc1ccc(S(=O)(=O)N2CCOCC2)s1	-1.1	4.5	1.5	-0.7	-62.4	-1.2	-0.6	-0.6	-1.4	0.0	1.8
O=C(Nc1ccc(CN2CCOCC2)cc1)c1cc2ccccn2n1	-0.6	3.4	1.6	-0.6	2.7	-2.6	5.1	-2.3	6.2*	4.4	-1.4
C/C(=N\NC(=O)c1ccc(-n2cnnn2)cc1)c1ccc(C)cc1	-2.1	-4.5	-1.1	-1.3	-5.2	3.3	-0.7	0.0	0.4	0.0	0.2
CC(/C=C/c1ccc2c(c1)OCO2)=N/NC(=O)C1COc2ccccc2O1 (configuration not stated)	-0.6	0.1	-2.8	-0.9	0.5	-17.5	5.4	nt	-1.1	-1.4	nt
CN1CCCN(C(=O)CC(c2ccccc2)c2ccccc2)CC1	-3.1	-8.9	-10.4	-1.2	-3.1	7.8	2.0	-0.9	0.4	0.0	1.4
O=C(CN1C(=O)/C(=C\c2cccs2)SC1=S)Nc1cccc(C(=O)O)c1	1.1	9.5	2.2	-1.6	-6.6	3.2	-1.5	-0.6	-0.5	-1.6	-1.3
Cc1ccsc1C(=O)C1CCCN(Cc2cc(F)ccc2-n2cccn2)C1 (configuration not stated)	-2.0	-4.6	-6.0	-1.7	4.2	8.1	-2.0	-1.3	-0.8	-3.2	-2.2
CCn1ccnc1CN1CCC(n2nccc2NC(=O)c2ccccc2OC)CC1	-1.4	-3.0	-3.7	-0.3	5.2	0.1	1.4	0.4	-0.2	0.5	0.7
N/C(=N\OC(=O)c1ccc2ccccc2c1)c1cccc([N+](=O)[O-])c1	5.6	-6.7	6.3	-1.4	-2.3	-0.5	0.7	-0.7	0.1	-0.9	2.8
O=C(NC1CCCCC1)c1cc(-c2ccc(Cl)cc2)on1	4.8	5.7	2.4	-0.7	18.5	-6.8	-1.5	0.8	0.7	2.7	3.2
CC(C)[C@H](NC(=O)Nc1ccc(S(N)(=O)=O)cc1)C(=O)O	-1.7	2.2	2.1	-1.4	4.3	7.4	-0.4	0.5	1.1	-0.7	-1.6
CN1C(=O)C(CC#N)(C2(CC#N)C(=O)N(C)c3ccccc32)c2ccccc21 (configuration not stated)	-1.5	1.7	1.0	-1.0	4.5	-4.5	-1.2	0.7	0.4	-0.6	1.5
CCOc1ccc(/C=C/C(=O)N(CC)CC(=O)Nc2c(F)cccc2F)cc1OC	-2.4	5.8	-3.5	-1.4	3.9	-123.4	-1.0	-1.3	-1.2	-0.7	1.3
O=C(Nn1c(=O)[nH]c2ccccc2c1=O)c1ccco1	-3.2	2.6	3.2	-0.8	3.4	-12.5	1.5	0.7	0.1	-0.4	1.3
COc1ccc(-c2cc(C(F)(F)F)n3nc(C(=O)N(C)Cc4ccccc4)cc3n2)cc1OC	-3.0	8.2	7.3	-1.5	6.0	-18.9	0.1	0.4	0.2	-0.4	0.9
COc1cc(C=c2c3ccccc3n3c2cc(-c2ccccc2)[n+]3C)cc(OC)c1OC	-6.8	-11.0	1.9	-1.1	13.7	-173.4	-4.7	0.4	-2.6	-0.8	-4.1
COc1cccc(C(=O)C2CCCN(Cc3cccc(-n4nc(C)cc4C)c3)C2)c1 (configuration not stated)	-3.2	-7.8	-14.1	-1.5	-9.4	-3.9	1.0	-1.2	-1.0	-2.3	4.0
Cc1ccc(-c2noc(CSc3nnc(CCc4ccccc4)n3-c3ccccc3)n2)cc1	-3.4	-2.8	-2.8	-1.6	-25.0	15.4	-2.5	-1.3	-0.5	-1.8	0.6
CCN1CCN(S(=O)(=O)c2ccc(OC)c(NC(=O)c3ccccc3)c2)CC1	-0.3	2.6	7.3	-1.0	6.0	-2.3	1.5	0.0	-0.1	-1.8	-2.5
O=C(CCNS(=O)(=O)c1ccc(Cl)cc1)N1CCN(c2ncccn2)CC1	-2.9	3.9	-4.6	-0.1	6.7	-8.8	-2.4	0.4	0.7	-0.3	-0.7
O=C(O)c1ccc(N2CCCCC2)cc1	-1.6	3.2	2.8	-1.8	5.3	-14.6	-0.2	1.7	-0.1	-0.7	-1.7
Cc1c(C(=O)NCC2COc3ccccc3O2)oc2ccc(S(=O)(=O)N3CC(C)CC(C)C3)cc12 (configuration not stated)	-3.1	-1.5	-3.0	-0.8	-1.0	-0.5	-1.5	0.5	-0.5	-2.7	-0.2
CN=C(c1ccccc1)c1c(C)cccc1C	-0.6	9.0	-4.5	-0.5	-2.2	6.3	-1.2	-0.7	0.0	-2.3	-0.3
